Salmonella PhoP GFP = Inhibition of PhoP regulon, Salmonella typhi GFP reporter cells, confirmation, 4 h (AID 1850); Salmonella Typhi PhoP-promoter GFP reporter, fluorescence, 4 h; higher % means a stronger effect; inhibition, % at 50 µM; hits with a dose series show IC50 in µM; 310,000 tested, 0.33% active; in the data active means a potency from the dose series; inconclusive means inhibition mostly from about 25% at the one dose, without a potency; inactive means the rest, 99 in 100 with inhibition below about 19%;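 further: 0% = induced wells with vehicle and 100% = uninduced wells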
H37Rv inhibition = M. tuberculosis growth inhibition, HTS (AID 449762); M. tuberculosis H37Rv growth inhibition, 7H9 media; higher % means a stronger effect; inhibition, % at 25 µM, or IC50 in µM where a hit was titrated; 330,000 tested, 0.59% active; in the data active means a potency from the dose series; inconclusive means inhibition above about 70% without an active follow-up result;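 further: bacterial growth assessed after seven days of incubation; strong numbers were not always called active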
VEEV TC-83 Vero = inhibitors of VEEV TC-83 cytopathic effect, confirmation, Vero cells (AID 588727) | inhibition, % at 20 µM, or IC50 in µM where a hit was titrated | Vero cells, VEEV TC-83 cytopathic effect inhibition; higher % means a stronger effect | 350,000 tested, 0.13% active; in the data active means a potency from the dose series; inconclusive means inhibition mostly from about 14% at the one dose, without a potency; inactive means the rest, 99 in 100 with inhibition below about 12%; further: strong numbers were not always called active
M. tuberculosis = growth inhibition of non-replicating M. tuberculosis (AID 488890); Mycobacterium tuberculosis non-replicating, growth inhibition; higher % means a stronger effect; 320,000 tested, 0.39% active; inhibition, % at 25 µM; hits with a dose series show IC50 in µM; in the data active means a potency from the dose series; inconclusive means inhibition mostly from about 82% at the one dose, without a potency; inactive means the rest, 99 in 100 with inhibition below about 76%;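 further: plate controls were DMSO cells for no effect and high antibiotic wells for full effect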
influenza NS1A = NS1A inhibition, H1N1 influenza, cell based functional assay (AID 504329). NS1A functional cell-based assay, percent inhibition; higher % means a stronger effect. one-dose inhibition, % at 12.5 µM; IC50 in µM for titrated hits. 340,000 tested, 0.3% active; in the data active means a potency from the dose series; inconclusive means inhibition above about 27% without an active follow-up result; further: strong numbers were not always called active
* hit, by the source's call.

Results for Cc1cc(C)n2nc(CNS(=O)(=O)c3ccc(C)c(C)c3)nc2n1 ?
Salmonella PhoP GFP: -0.6%; H37Rv inhibition: -5.5%; VEEV TC-83 Vero: 0.6%; M. tuberculosis: -11.9%; influenza NS1A: 5.9%

How did O=C1C=C(O)C(n2cncn2)C(c2cc(F)ccc2F)C1 (stereo not given) do in these assays?
Salmonella PhoP GFP: -3.7%; H37Rv inhibition: 1.7%; VEEV TC-83 Vero: inactive; M. tuberculosis: -13.2%; influenza NS1A: -1.6%

How did CN1CCCC(OC(=O)COc2ccc(Br)cc2)C1 (stereo not given) do in these assays?
Salmonella PhoP GFP: 9.0%; H37Rv inhibition: 8.0%; VEEV TC-83 Vero: 0.5%; M. tuberculosis: 10.5%; influenza NS1A: 10.5%

How did O=C(N/N=C/C1CC=CCC1)c1ccccc1O (stereo not given) do in these assays?
Salmonella PhoP GFP: -26.8%; H37Rv inhibition: 12.1%; VEEV TC-83 Vero: 1.8%; M. tuberculosis: 14.1%; influenza NS1A: -7.1%

What do the screens show for `CC(C)C(NC(=S)NCc1ccccc1)C(=O)O` (stereo not given)?
Salmonella PhoP GFP: -1.6%; H37Rv inhibition: -11.0%; VEEV TC-83 Vero: 2.7%; M. tuberculosis: 12.5%; influenza NS1A: -3.9%

Results for O=C(NCCN1CCOCC1)c1ccc(Cl)nc1Cl ?
Salmonella PhoP GFP: -1.6%; H37Rv inhibition: -1.1%; VEEV TC-83 Vero: 0.2%; M. tuberculosis: -19.7%; influenza NS1A: 9.8%

How did COc1cc(NC(=S)Nc2ccc3c(c2)OCCO3)cc(OC)c1OC do in these assays?
Salmonella PhoP GFP: -3.3%; H37Rv inhibition: -3.8%; VEEV TC-83 Vero: 2.3%; M. tuberculosis: 59.3%; influenza NS1A: 0.2%

How did COC(=O)[C@@H]1[C@@H](C(=O)OC)C2(c3ccccc3-c3ccccc32)N(c2ccc(Cl)cc2)N1C#N do in these assays?
Salmonella PhoP GFP: 2.9%; H37Rv inhibition: 1.3%; VEEV TC-83 Vero: 8.7%; M. tuberculosis: 66.2%; influenza NS1A: 18.9%

What do the screens show for `Cc1cccc(NS(=O)(=O)c2ccc(Br)s2)n1`?
Salmonella PhoP GFP: 3.9%; H37Rv inhibition: 3.2%; VEEV TC-83 Vero: inactive; M. tuberculosis: 11.5%; influenza NS1A: 0.4%

Results for O=C(COC(=O)Cn1[nH]c(=O)c2ccccc2c1=O)Nc1ccc2c(c1)OCO2 ?
Salmonella PhoP GFP: -4.6%; H37Rv inhibition: -5.9%; VEEV TC-83 Vero: 0.9%; M. tuberculosis: -6.1%; influenza NS1A: -5.8%

How did O=C(NC(=S)Nc1ccccc1C(=O)O)c1ccc(-c2ccc(Br)cc2)o1 do in these assays?
Salmonella PhoP GFP: -5.6%; H37Rv inhibition: inconclusive; VEEV TC-83 Vero: 6.3%; M. tuberculosis: inconclusive; influenza NS1A: 1.4%

What do the screens show for `Fc1ccc2nncc(SCc3ccccc3Cl)c2c1`?
VEEV TC-83 Vero: 9.3%; influenza NS1A: 8.3%

Results for CC(C)(CNC(=O)c1cccc(NS(=O)(=O)c2ccc(Br)cc2)c1)N1CCOCC1 ?
Salmonella PhoP GFP: -3.0%; H37Rv inhibition: -3.9%; VEEV TC-83 Vero: 4.2%; M. tuberculosis: 4.9%; influenza NS1A: -8.3%

What do the screens show for `O=C(NCCS(=O)(=O)NCC1CCCO1)c1ccccc1` (stereo not given)?
Salmonella PhoP GFP: -2.6%; H37Rv inhibition: -4.5%; VEEV TC-83 Vero: 0.3%; M. tuberculosis: -9.9%; influenza NS1A: 2.0%

What do the screens show for `Cc1csc(NC(=O)C2CC(=O)N(Cc3ccco3)C2)n1` (stereo not given)?
Salmonella PhoP GFP: -1.1%; H37Rv inhibition: 1.1%; VEEV TC-83 Vero: 1.8%; M. tuberculosis: 1.0%; influenza NS1A: 4.7%

Structures above with a furan ring, fused or not:
How did O=C(NC(=S)Nc1ccccc1C(=O)O)c1ccc(-c2ccc(Br)cc2)o1 do in these assays?
Salmonella PhoP GFP: -5.6%; H37Rv inhibition: inconclusive; VEEV TC-83 Vero: 6.3%; M. tuberculosis: inconclusive; influenza NS1A: 1.4%

What do the screens show for `Cc1csc(NC(=O)C2CC(=O)N(Cc3ccco3)C2)n1` (stereo not given)?
Salmonella PhoP GFP: -1.1%; H37Rv inhibition: 1.1%; VEEV TC-83 Vero: 1.8%; M. tuberculosis: 1.0%; influenza NS1A: 4.7%

The listing continues:
Results for COc1ccc(C)c2sc(N(CCN(C)C)C(=O)c3cccc(N4C(=O)CCC4=O)c3)nc12 ?
Salmonella PhoP GFP: 2.8%; H37Rv inhibition: 29.3%; VEEV TC-83 Vero: 1.4%; M. tuberculosis: 7.7%; influenza NS1A: -5.2%

Results for COc1ccc(/C=N/N2CCN(Cc3ccccc3)CC2)cc1 ?
Salmonella PhoP GFP: 1.4%; H37Rv inhibition: 4.0%; VEEV TC-83 Vero: 0.8%; M. tuberculosis: 2.4%; influenza NS1A: 11.1%

What do the screens show for `Cc1cc(C(=O)CS(=O)(=O)c2ccc(F)cc2)cc(C)c1O`?
Salmonella PhoP GFP: -9.0%; H37Rv inhibition: 1.3%; VEEV TC-83 Vero: 2.0%; M. tuberculosis: 2.4%; influenza NS1A: 0.4%

What do the screens show for `COc1ccc(/C=C2\Oc3cc(OCC(=O)N4CCC[C@H]4C(=O)O)ccc3C2=O)c(OC)c1OC`?
Salmonella PhoP GFP: -14.1%; H37Rv inhibition: 1.8%; VEEV TC-83 Vero: 1.7%; M. tuberculosis: 21.8%; influenza NS1A: 6.3%

Results for Oc1c(C(c2ccc(Cl)cc2)N2CCCC2)cc(Cl)c2cccnc12 (stereo not given) ?
Salmonella PhoP GFP: -16.5%; H37Rv inhibition: inconclusive; VEEV TC-83 Vero: 6.4%; M. tuberculosis: inconclusive; influenza NS1A: -6.4%

How did CC(C)c1ccccc1NC(=O)Cn1c(/C=C/c2ccccc2)nc2ccccc21 do in these assays?
Salmonella PhoP GFP: 7.1%; H37Rv inhibition: 1.2%; M. tuberculosis: -6.8%

Results for CCOC(=O)c1cnn(-c2ccccc2)c1-n1cccc1C(=O)C(=O)N(CC)CC ?
Salmonella PhoP GFP: -15.5%; H37Rv inhibition: -2.6%; VEEV TC-83 Vero: 1.6%; M. tuberculosis: 5.1%; influenza NS1A: -7.1%

Results for CC(=O)OC(C(=O)NC1CCCCC1)c1ccccc1F (stereo not given) ?
Salmonella PhoP GFP: -8.6%; H37Rv inhibition: -1.3%; VEEV TC-83 Vero: 0.9%; M. tuberculosis: -19.8%; influenza NS1A: 4.9%

How did CCOC(=O)C1C(=O)Nc2nc3ccccc3n2C1C(C)C (stereo not given) do in these assays?
Salmonella PhoP GFP: -4.7%; H37Rv inhibition: 5.1%; VEEV TC-83 Vero: 3.1%; M. tuberculosis: 9.8%; influenza NS1A: -2.5%

Results for O=C(CCc1nnc2n(Cc3ccc(Cl)cc3)c(=O)c3ccccc3n12)N1CCN(c2ccccn2)CC1 ?
Salmonella PhoP GFP: -18.0%; H37Rv inhibition: 18.1%; VEEV TC-83 Vero: 3.0%; M. tuberculosis: 10.7%; influenza NS1A: -6.6%

How did O=C(Nc1ccc(Br)cc1)c1ccccc1Br do in these assays?
Salmonella PhoP GFP: -7.5%; H37Rv inhibition: -0.8%; VEEV TC-83 Vero: 1.3%; M. tuberculosis: 35.3%; influenza NS1A: -0.8%

How did CCN1CCN(S(=O)(=O)c2c(C)[nH]c(C)c2C(=O)N2CCCCC2)CC1 do in these assays?
Salmonella PhoP GFP: -15.2%; H37Rv inhibition: 0.5%; VEEV TC-83 Vero: 2.9%; M. tuberculosis: -10.4%; influenza NS1A: 8.0%

Results for Cc1ccc2[nH]c(=O)c(CN(CCCN(C)C)C(=O)Nc3ccc(Cl)cc3)cc2c1 ?
Salmonella PhoP GFP: 14.1%; H37Rv inhibition: -5.5%; VEEV TC-83 Vero: 7.5%; M. tuberculosis: 27.2%; influenza NS1A: -6.9%

Results for COc1cccc(CN2C(=O)c3cccc(N)c3C2=O)c1 ?
Salmonella PhoP GFP: -1.8%; H37Rv inhibition: 2.9%; VEEV TC-83 Vero: 2.3%; M. tuberculosis: -12.6%; influenza NS1A: -6.2%

How did O=C(COC(=O)c1ccc([N+](=O)[O-])o1)NC1CCCC1 do in these assays?
H37Rv inhibition: inconclusive; VEEV TC-83 Vero: 0.9%; M. tuberculosis: 48.4%; influenza NS1A: 73.0%

Two neighbouring entries from above, quoted:
Results for COc1ccc(C)c2sc(N(CCN(C)C)C(=O)c3cccc(N4C(=O)CCC4=O)c3)nc12 ?
Salmonella PhoP GFP: 2.8%; H37Rv inhibition: 29.3%; VEEV TC-83 Vero: 1.4%; M. tuberculosis: 7.7%; influenza NS1A: -5.2%

Results for COc1ccc(/C=N/N2CCN(Cc3ccccc3)CC2)cc1 ?
Salmonella PhoP GFP: 1.4%; H37Rv inhibition: 4.0%; VEEV TC-83 Vero: 0.8%; M. tuberculosis: 2.4%; influenza NS1A: 11.1%

(continued)
What do the screens show for `COc1ccc(NC2CCCN(C(=O)CCc3scnc3C)C2)cc1` (stereo not given)?
Salmonella PhoP GFP: -4.3%; H37Rv inhibition: -3.5%; VEEV TC-83 Vero: 0.8%; M. tuberculosis: 1.0%; influenza NS1A: -3.7%

Results for CCCCc1cc(=O)oc2cc(OCC(=O)Nc3cccnc3)c(Cl)cc12 ?
Salmonella PhoP GFP: 7.7%; H37Rv inhibition: 5.5%; VEEV TC-83 Vero: 0.3%; M. tuberculosis: 26.7%; influenza NS1A: -1.2%

Results for COc1ccc(C2C3=C(CCCC3=O)Nc3c(-c4ccccc4)c(C)nn32)cc1 (stereo not given) ?
Salmonella PhoP GFP: 1.7%; H37Rv inhibition: -4.0%; VEEV TC-83 Vero: inactive; M. tuberculosis: 13.6%; influenza NS1A: 1.3%

What do the screens show for `CC(=O)c1cccc(NC(=O)CCC(=O)c2ccc(F)cc2)c1`?
VEEV TC-83 Vero: inactive; influenza NS1A: 6.5%

How did Nc1nc(-c2ccccc2)cc(C(F)(F)F)n1 do in these assays?
Salmonella PhoP GFP: -17.5%; H37Rv inhibition: -14.6%; VEEV TC-83 Vero: inactive; M. tuberculosis: -7.5%; influenza NS1A: 21.2%

Results for COC(=O)c1ccc(C(=O)OC)c(NC(=O)C(C)C)c1 ?
Salmonella PhoP GFP: -3.2%; H37Rv inhibition: -11.0%; VEEV TC-83 Vero: 1.2%; M. tuberculosis: -19.7%; influenza NS1A: -13.3%

Results for CCc1nnc(NS(=O)(=O)c2ccc(NC(=O)c3cc4ccccc4oc3=O)cc2)s1 ?
Salmonella PhoP GFP: 2.9%; H37Rv inhibition: 0.2%; M. tuberculosis: inconclusive

How did CC(=O)C1=C(O)C(=O)N(CCO)C1c1ccccc1 (stereo not given) do in these assays?
Salmonella PhoP GFP: 2.2%; H37Rv inhibition: 9.6%; VEEV TC-83 Vero: 0.6%; M. tuberculosis: 2.9%; influenza NS1A: -26.8%

Results for O=S(=O)(c1ccccc1)N1CCn2c(nc3ccccc32)C1 ?
Salmonella PhoP GFP: 4.2%; H37Rv inhibition: -4.4%; VEEV TC-83 Vero: 1.2%; M. tuberculosis: -9.0%; influenza NS1A: 2.6%

What do the screens show for `CC1CC(C)CN(S(=O)(=O)c2ccc(NC(=O)CN3CCCCCC3)cc2)C1` (stereo not given)?
VEEV TC-83 Vero: 2.4%; influenza NS1A: 1.0%

Results for CC(=O)c1cccc(NC(=O)C2CCN(S(C)(=O)=O)CC2)c1 ?
Salmonella PhoP GFP: 0.9%; H37Rv inhibition: -4.6%; VEEV TC-83 Vero: 1.4%; M. tuberculosis: -4.4%; influenza NS1A: -11.1%

What do the screens show for `COCCN(C(=O)c1ccc(-c2ccc(Cl)cc2)o1)c1c(N)n(CC(C)C)c(=O)[nH]c1=O`?
H37Rv inhibition: -7.7%; VEEV TC-83 Vero: 4.7%; M. tuberculosis: 15.8%; influenza NS1A: -3.9%

How did CCN1C(=O)c2ccccc2S(=O)c2ccc(C(=O)NCc3ccc(OC)cc3)cc21 (stereo not given) do in these assays?
Salmonella PhoP GFP: -0.8%; H37Rv inhibition: 1.7%; VEEV TC-83 Vero: 5.3%; M. tuberculosis: 14.7%; influenza NS1A: -2.7%

What do the screens show for `CCn1nccc1C(=O)Nc1nc2ccccc2n1CCN1CCCCC1`?
Salmonella PhoP GFP: -7.0%; H37Rv inhibition: -2.5%; VEEV TC-83 Vero: 6.1%; M. tuberculosis: 79.6%; influenza NS1A: 10.7%

Results for CCC(=O)c1cc(F)c(N2CCN(CC)CC2)cc1C ?
Salmonella PhoP GFP: 9.6%; H37Rv inhibition: -5.2%; VEEV TC-83 Vero: inactive; M. tuberculosis: -4.7%; influenza NS1A: 7.7%

How did Cn1cc(CN2CCc3c([nH]c4ccccc34)C2C2CCCCC2)cn1 (stereo not given) do in these assays?
Salmonella PhoP GFP: 6.0%; H37Rv inhibition: 2.5%; VEEV TC-83 Vero: 6.5%; M. tuberculosis: 14.8%; influenza NS1A: 5.1%
